ALOX12 inh = blocks human arachidonate 12S-lipoxygenase | Potency, µM (top dose mostly 108 µM), without a hit: top-dose activity change, negative = inhibition, actives largely listed as inhibitors | 1.1% of 580,000 active | AID 1671190 | purified 12hLO, xylenol orange hydroperoxide absorbance; also: potency is read from the fitted curve at half-maximal effect; % is scaled to controls: 0 for no effect and ±100 for the full control effect
Target sequence (P18054 whole entry, looked up): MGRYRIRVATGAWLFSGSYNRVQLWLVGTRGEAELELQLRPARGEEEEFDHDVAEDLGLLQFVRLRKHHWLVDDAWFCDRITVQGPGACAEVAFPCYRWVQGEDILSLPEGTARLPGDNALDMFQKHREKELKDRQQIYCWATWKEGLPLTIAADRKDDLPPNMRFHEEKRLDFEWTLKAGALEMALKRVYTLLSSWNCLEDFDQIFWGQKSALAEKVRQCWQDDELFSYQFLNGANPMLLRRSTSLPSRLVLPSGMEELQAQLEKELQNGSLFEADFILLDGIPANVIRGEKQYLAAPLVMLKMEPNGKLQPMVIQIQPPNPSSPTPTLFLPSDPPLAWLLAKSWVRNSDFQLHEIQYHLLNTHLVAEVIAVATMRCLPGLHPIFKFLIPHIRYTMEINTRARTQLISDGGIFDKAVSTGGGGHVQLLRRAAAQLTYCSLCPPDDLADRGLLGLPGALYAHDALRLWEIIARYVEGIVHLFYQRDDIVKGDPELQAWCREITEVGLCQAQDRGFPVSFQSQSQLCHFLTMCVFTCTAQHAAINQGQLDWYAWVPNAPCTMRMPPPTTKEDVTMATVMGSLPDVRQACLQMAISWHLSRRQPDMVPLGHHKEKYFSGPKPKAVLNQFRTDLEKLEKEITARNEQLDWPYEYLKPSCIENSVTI
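Purified human 12hLO (150 nM final) in 25 mM Hepes, 0.01% Triton X-100, pH 7.0 was preincubated 15 min at room temperature with compound. Then 40 uM arachidonic acid was added, 30 min. Hydroperoxide was read by Fe-XO absorbance ratio 573/405 nm.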
LDHA inh = blocks human lactate dehydrogenase A. 0.15% of 480,000 active. P00338. purified LDHA, NADH/diaphorase-resazurin fluorescence; hits give low values. activity change, % (values are at about 110 or 230 µM). AID 1347041; in the data active = activity change below about -30%; inconclusive = mostly about -25% to -30%;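 also: plate controls were DMSO wells for no effect and wells without enzyme for full effect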
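Human LDH5 at 2 nM final in Tris HCl pH 7.4 with 0.06 mM NADH and 0.2 mM pyruvate, reacted 5 minutes at room temperature. Remaining NADH coupled via diaphorase/resazurin; resorufin fluorescence read at 0 and 20 minutes, normalized to enzyme-free and DMSO wells.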
ERG-DNA inh = blocks human ERG Ets domain binding to DNA | P11308 | fluorescence polarization, His-ERG Ets domain / labelled DNA | Potency, µM (doses to about 76.9 µM), inactives show at the top dose FP activity, negative = inhibition, usual class: inhibitors | 0.028% of 370,000 active | AID 624246; active = well fitted inhibition curve with a large enough effect in the polarisation, with a control signal flat; inconclusive = small, poorly fitted or top-dose-only effect, or effect the other way, or a change in a side signal; inactive = no such curve, though single readings can be large or run the other way; the % refers to the polarisation;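 also: polarization taken with two DNA probes labelled with fluorescein and Texas red; potency is read from the fitted curve at half-maximal effect; % of control where 0% means no effect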
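His-tagged ERG Ets domain (1 uM in the protein solution; 300mM KCl, 50mM Tris-HCl, 1mM EDTA, 1mM DTT, pH 7.5) received compound, then a probe mix of 5 nM fluorescein-DNA and 100nM Texas-615-DNA. Fluorescence polarization was read for both dyes.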
RGS4 inh = inhibitors of human regulator of G protein signaling 4; Transcreener GDP fluorescence polarization, RGS4-accelerated GTP hydrolysis; Potency, µM (series often up to 114 µM), for the others: at the highest dose activity change, negative = inhibition, usual class: inhibitors; AID 504845; 0.039% of 390,000 active; P49798; also: potency is read from the fitted curve at half-maximal effect; % is scaled to controls: 0 for no effect and ±100 for the full control effect; nearly all actives have a fitted effect of over 75% in size; some results filed as inactive show a strong effect at the top dose
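MLSMR compounds (23 nl, pin-transferred) preincubated 10 min at room temperature with a 500nM (2x) first reagent, then RGS4 at 900nM (2x) plus Transcreener GDP mix added; fluorescence polarization (620/688 nm) read before and after 90 min at 30 °C.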
D2 ag = D2 dopamine receptor (human) agonism; HEK293 T-REx D2 cells, calcium flux agonist mode; activation, % at 2 µM; 0.53% of 340,000 active; AID 485358;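 active = activation over 3 SD above normal in the single-dose calcium agonist read, cut at about 30% in these data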; also: 0% is about no effect
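Agonism is scored from calcium flux in a force-coupled, inducible HEK293 cell line expressing D2, read kinetically for 180 s after compound addition against dopamine controls.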
Glioma ERSR ind = inducers of ER stress response in human glioma cells; 0.02% of 420,000 active; U87-MG GRP78 promoter luciferase reporter, 16 h; Potency, µM, for the others: top-dose activation, actives largely listed as activators; AID 602332; also: potency is read from the fitted curve at half-maximal effect; series mostly up to about 76 µM; % of control where 0% means no effect; nearly all actives have a fitted effect of over 35% in size
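Stably transfected U87-MG glioma cells carrying a GRP78-based luciferase sensor; 16 h compound incubation. Luminescence end-point read 10 min after Bright-Glo addition at room temperature.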
Vif-APOBEC3F blk = Vif-A3F binding inhibition; HeLa A3F-eYFP + Vif (tagged APOBEC3F with the HIV-1 protein that degrades it), YFP fluorescence increase; Potency, µM (titrated, usually from 46.1 µM), for the others: at the highest dose activity, negative = active; 0.2% of 390,000 active; also: potency is read from the fitted curve at half-maximal effect; % of control where 0% means no effect; nearly all actives have a fitted effect of over 65% in size
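HeLa cells stably expressing A3F-eYFP plus Vif, plated and incubated overnight at 37 deg C, then exposed to compounds overnight at 37 deg C. Blocked degradation read as raised yellow fluorescence (Ex 488/Em 500-530).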
D2 antag = antagonizes the human D2 dopamine receptor; 2% of 340,000 active; P14416; inhibition, % at 10 µM; HEK293 TREx D2 cells, calcium flux, dopamine EC80; in the data active = inhibition above about 30%; also: 0% is about no effect
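Calcium mobilization kinetics were recorded at 1 s intervals in tetracycline-induced HEK293 T-REx D2 cells, first for 180 s after compound addition and then 180 s after EC80 dopamine.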
Vif-A3G inh = Vif-A3G binding inhibition | Potency, µM (highest dose often 46.1 µM), for inactives: at the highest dose activity, negative = active, most hits filed as inhibitors | 0.076% of 410,000 active | Q9HC16 | HeLa A3G-eYFP + Vif (tagged APOBEC3G with the HIV-1 protein that degrades it), YFP fluorescence, overnight | AID 602310;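 also: potency is read from the fitted curve at half-maximal effect; % is scaled to controls: 0 for no effect and ±100 for the full control effect; nearly all actives have a fitted effect of over 60% in size; hits raise eYFP signal because A3G escapes Vif-driven loss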
Target sequence (Q9HC16 whole entry, looked up): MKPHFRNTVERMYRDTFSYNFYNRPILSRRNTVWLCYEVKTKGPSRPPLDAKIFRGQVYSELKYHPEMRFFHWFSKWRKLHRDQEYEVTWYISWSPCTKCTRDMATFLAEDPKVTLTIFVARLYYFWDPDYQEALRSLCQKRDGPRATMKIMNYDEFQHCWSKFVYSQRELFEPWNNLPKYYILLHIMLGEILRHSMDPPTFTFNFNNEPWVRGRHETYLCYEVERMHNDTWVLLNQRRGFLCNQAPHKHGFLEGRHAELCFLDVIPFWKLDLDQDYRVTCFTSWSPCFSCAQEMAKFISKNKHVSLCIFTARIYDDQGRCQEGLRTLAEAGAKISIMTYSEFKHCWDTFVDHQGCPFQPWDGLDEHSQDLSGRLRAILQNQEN
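Read-out is eYFP fluorescence (Ex 488/Em 500-530) from Vif-expressing HeLa A3G-eYFP cells; more signal means A3G escaped Vif-mediated degradation. Cells plated overnight, compound pinned in, incubated overnight at 37 deg C.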
An asterisk follows results filed as active; ? = inconclusive; · = not tested or not shown; [ ] = remark or other dose. Unless noted, calls follow the shape of the dose curve; as a rule, active = well fitted curve in the direction sought with a large enough effect; inconclusive = small, poorly fitted or top-dose-only effect, or another doubt; inactive = no such curve, though single readings can be large; an effect the other way counts as inactive or inconclusive.

Values run as follows: ALOX12 inh	LDHA inh	ERG-DNA inh	RGS4 inh	D2 ag	Glioma ERSR ind	Vif-APOBEC3F blk	D2 antag	Vif-A3G inh
> Cc1cc(Nc2sc(C(=O)c3ccc(F)cc3)c(N)c2C(=O)Nc2ccc(F)cc2)ccc1Cl
→ -17.2%	2.5	1.3%	-16.3%	0.7	-4.1%	-17.9%	·	-6.7%
> C[C@@H]1CN([C@@H](C)CO)C(=O)CCCn2nncc2CO[C@H]1CN(C)C(=O)Nc1ccc(F)cc1
→ -109.2%	-7.9	·	·	·	-3.2%	-20.6%	·	-1.7%
> CCNC(=S)NNC(=O)c1cc(C)on1
→ 17.9%	5.5	-5.4%	-22.4%	0.1	-2.8%	-5.1%	-12.4	-1.0%
> O=C(c1ccc(S(=O)(=O)N2CCCCC2)cc1)N1CCN(CCN2C(=O)c3cccc4cccc(c34)C2=O)CC1
→ -10.4%	-6.1	11.5%	-0.2%	6.0	1.8%	1.2%	-13.6	4.2%
> COC(=O)C1CCC(=S)N1C(=O)c1ccccc1 (configuration not stated)
→ 8.91µM*	-0.5	0.6%	-31.4%	0.8	1.1%	-8.2%	-4.0	-0.7%
> O=C(CN1C(=O)C2CCCCC2C1=O)Nc1ccc(OC(F)F)c(Cl)c1 (configuration not stated)
→ ?	-8.1	-12.3%	4.7%	-0.2	-3.4%	-6.1%	-18.6	1.4%
> Cn1cc(-c2ccccc2C(N)=O)c(=O)c2ccccc21
→ 46.8%[activator]	-4.6	-11.6%	12.4%	8.0	-2.8%	-5.7%	5.7	-3.6%
> Cc1ccc(CNC(=O)c2cccc(-n3cnnn3)c2)cc1
→ -27.4%	-2.0	-4.2%	-32.2%	0.2	-5.2%	10.0%	-6.3	-4.2%
> COc1cc(OC)c(NC(=O)c2cc3c(=O)oc4ccc(C)cc4c3s2)cc1Cl
→ -0.5%	5.4	-1.7%	-20.4%	0.9	-0.4%	-11.4%	·	3.2%
> Cn1c(=O)c2c(nc(SCc3ccccc3)n2Cc2ccc(Cl)cc2)n(C)c1=O
→ ?	3.9	-8.5%	-52.9%	0.0	6.7%	-4.1%	-3.1	-0.7%
> COC(=O)C(C)NC(=O)c1ccc(C(C)(C)C)cc1 (configuration not stated)
→ -6.6%	-0.4	3.0%	8.8%	0.2	8.6%	1.5%	9.4	-0.1%
> O=C(CCN1C(=O)c2ccccc2C1=O)Nc1nc2ccccc2s1
→ 0.8%	-7.2	-6.2%	0.9%	-0.9	0.7%	-4.6%	5.2	-3.2%
> COc1ccc(C(=O)N2CCCCC2c2cc(C(=O)NCc3ccc(Cl)c(Cl)c3)no2)cc1 (configuration not stated)
→ ?	-2.8	·	·	·	-5.0%	·	·	0.3%
> CCOC(=O)C1CCN(CC(=O)Nc2cc(C)c3c(=O)oc4ccccc4c3n2)CC1
→ -20.1%	-1.9	-1.2%	-7.0%	1.0	-3.0%	-6.4%	·	7.7%
> Cc1ccc(Cl)cc1NC(=O)CN1C(=O)NC2(CCCCCC2)C1=O
→ -6.0%	-5.3	-9.7%	16.4%	-0.1	-2.3%	1.6%	-6.3	-4.9%

Shown as a hit in ALOX12 inh, of those listed so far:
structure	ALOX12 inh	ERG-DNA inh	RGS4 inh	Glioma ERSR ind	Vif-APOBEC3F blk	D2 antag	Vif-A3G inh
COC(=O)C1CCC(=S)N1C(=O)c1ccccc1 (configuration not stated)	8.91µM*	0.6%	-31.4%	1.1%	-8.2%	-4.0	-0.7%

Continued.
Values run as follows: ALOX12 inh	LDHA inh	ERG-DNA inh	RGS4 inh	D2 ag	Glioma ERSR ind	Vif-APOBEC3F blk	D2 antag	Vif-A3G inh
> CCOC(=O)c1sc2ccccc2c1S(=O)(=O)NCc1ccccc1OC
→ -30.6%	-2.8	-1.3%	-18.2%	-1.6	-8.1%	2.6%	·	2.5%
> O=C1CC(NNc2nc3ccccc3s2)C(=O)N1c1ccc(F)cc1 (configuration not stated)
→ 0.0%	-5.1	2.3%	-4.3%	1.5	0.9%	-1.5%	-0.9	-2.3%
> Cc1ccc(-c2noc(CCC(=O)NCCN3CCN(Cc4ccccc4)CC3)n2)cc1
→ 0.0%	-0.4	5.0%	17.6%	1.1	0.3%	-1.8%	-14.2	-2.8%
> CCN(CCn1cccn1)C(=O)CC1C(=O)NCCN1CCc1ccccc1 (configuration not stated)
→ -5.1%	1.7	-0.3%	5.4%	6.5	2.0%	-3.1%	25.0	-7.2%
> Cc1ccc(NC(=O)n2ncc3c(C)cccc32)cc1F
→ 0.0%	-10.0	-0.4%	17.1%	0.5	16.8%	-0.4%	-10.5	-3.0%
> CCOC(=O)c1cnc(-n2nc(C)cc2C)nc1NNc1ncc(-c2ccccc2)cn1
→ ·	-3.9	-11.0%	-8.5%	-1.7	-8.3%	1.5%	6.2	-2.0%
> CC(=O)c1cccc(NC(=O)Cn2ccn3nc(-c4ccccc4)cc3c2=O)c1
→ ?	-5.5	-2.1%	5.2%	2.2	·	·	·	·
> CN1C(=O)[C@H]2[C@@H](/C=C/c3ccccc3)N3C(=O)CN(Cc4ccc(-c5ccccc5)cc4)C(=O)[C@@]3(Cc3ccccc3)[C@H]2C1=O
→ 0.6%	0.5	14.8%	-2.8%	0.1	0.9%	1.1%	11.4	-1.3%
> C/C(=N\NC(=O)c1ccc(C)cc1C)c1ccc2c(c1)OCO2
→ 17.4%	0.8	-0.2%	3.9%	-1.2	2.6%	-8.5%	-3.1	-6.8%
> COc1ccc2[nH]c(=O)c(CN(C(=O)c3cccc(Cl)c3)c3cccc(C)c3)cc2c1
→ -24.7%	-7.3	1.6%	1.8%	-0.6	-4.0%	-11.7%	·	-12.4%
> CCOC(=O)C1(CC)NC(c2ccco2)C2C(=O)N(CC)C(=O)C21 (configuration not stated)
→ 3.7%	-5.9	-5.5%	4.9%	-0.3	-3.9%	-15.2%	-4.0	-2.8%
> CCOc1ccccc1Nc1nnc(SCc2nnc(-c3cc(OC)c(OC)c(OC)c3)o2)s1
→ -9.8%	-0.6	-5.6%	16.0%	0.0	-5.5%	-3.8%	-9.2	-9.0%
> COc1ccc(NC(=O)Nc2ccc(F)cc2)cn1
→ -10.5%	-2.3	0.3%	9.2%	-0.8	-2.0%	2.0%	-4.5	0.2%
> CCOC(=O)N1CCN(c2nc(-c3ccco3)cc(C(F)(F)F)n2)CC1
→ 0.3%	-0.5	-18.8%	-1.2%[11.4 µM]	-0.4	-2.9%	-18.4%	-8.7	-7.1%
> O=c1cccc2c1c1cc[nH]c3ccc(=O)n2c31
→ -1.7%	-0.8	1.7%	15.2%	·	-4.8%	1.9%	·	-16.2%
> CCCC(=O)C1C(=O)CC(CC(C)SCC)CC1=O (configuration not stated)
→ -40.4%[57.4 µM]	3.8	·	-5.0%	·	-2.6%	-3.3%	·	2.1%
> O=C(c1[nH]c(C(F)(F)F)nc1-c1ccccc1)N1CCN(c2ccc(C(F)(F)F)cn2)CC1
→ 3.5%	-4.4	·	·	·	-2.1%	·	·	-4.9%
> O=C(c1cc(COc2cccc(C(F)(F)F)c2)on1)N1CCC(c2ccccc2)CC1
→ 19.8%	2.9	10.9%	19.6%	1.6	-4.2%	-8.2%	-10.3	5.3%
> O=C(NCc1ccccn1)c1cc2cc(Br)ccc2oc1=O
→ 23.0%	-4.7	-2.4%	8.1%	0.7	0.3%	-3.3%	-17.5	0.2%
> COc1cccc(CN2CC(C(=O)N(C)C3CCOCC3)CCC2=O)c1 (configuration not stated)
→ 3.5%	-0.4	-2.7%	7.4%	0.9	1.1%	-12.5%	7.3	-0.2%
> O=C(Nc1ccccc1)c1cc2ccc3ccccc3c2s1
→ 0.0%	-7.3	-2.4%	2.6%	0.5	-5.4%	3.3%	-8.5	-2.4%
> Cc1ccc(C)c(C(=O)OCC(=O)N(C)c2ccccc2)c1
→ 0.6%	0.6	0.1%	-13.6%	1.0	2.7%	-18.7%	-4.3	-4.5%
> CN(Cc1ccccc1)C1=CC(=[N+]2CCCC2)CC(C)(C)C1
→ ?	-24.2	7.8%	3.7%	-1.3	-4.5%	14.9%	-9.4	1.1%
> CN(C)CCCn1c(N)c(C#N)c2nc3ccccc3nc21
→ 85.8%[activator]	4.9	29.4%	-9.1%	1.0	-3.8%	?	-7.0	1.3%
> O=C(COC(=O)c1cc[n+]([O-])cc1)Nc1ccc([N+](=O)[O-])cc1
→ -12.7%	-8.3	-9.1%	4.9%	-1.7	-1.2%	9.8%	-5.7	-0.4%
> CC(C)c1ccc(CNc2n[nH]c(-c3ccco3)n2)cc1
→ -21.6%	-5.5	-4.2%	11.2%	-0.5	-2.2%	-13.7%	·	1.4%
> CCn1cc(S(=O)(=O)c2cc(C)cc(C)c2)c(=O)c2cc(F)c(N3CCC(C)CC3)cc21
→ ?	-11.1	-2.1%	22.8%	·	-5.3%	4.4%	·	1.3%
> C=CCn1cc(/C=C2\SC(N3CCOCC3)=NC2=O)c2ccccc21
→ -13.5%	-7.1	-4.4%	-6.7%	0.0	5.7%	-16.6%	-8.1	-5.7%
> Cc1cc(C)n2ncc(C(=O)Nc3ccc(Cl)c(Cl)c3)c2n1
→ 0.2%	-5.1	-1.6%	-30.1%	0.4	4.0%	-0.4%	-20.3	-3.3%

Single entries from the list.
`Cc1cc(C)n2ncc(C(=O)Nc3ccc(Cl)c(Cl)c3)c2n1` in ERG-DNA inh shows -1.6%
`CC(C)c1ccc(CNc2n[nH]c(-c3ccco3)n2)cc1` in RGS4 inh shows 11.2%
`O=C(c1cc(COc2cccc(C(F)(F)F)c2)on1)N1CCC(c2ccccc2)CC1` in LDHA inh shows 2.9

Screening data from PubChem BioAssay.

Some of the compounds tested; count on the stated rates, not on these rows.
